# Screening results deposited in PubChem BioAssay by National Center for Advancing Translational Sciences (NCATS).
# HTT cytoprotect: cytoprotection in Huntington HTT-Q103 PC12 cell model; 230,000 compounds, 0.14% hits; Potency, µM (series often up to 56.4 µM), for the others: cytoprotection (ATP increase), actives largely listed as activators; PC12 HTT-Q103 induced, cytoprotection, ATP luminescence, 40 h;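 further: potency means the concentration at half of the fitted maximal effect; % of control where 0% means no effect; nearly all actives have a fitted effect of over 45% in size; toxic huntingtin expression switched on by the ecdysone agonist tebufenozide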
#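 Quantitative HTS on tebufenozide-induced (100 nM) PC12 cells expressing HTTQ103 exon 1–GFP; compounds tested as a concentration series; survival measured via cellular ATP.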
# HttQ103 aggreg: mutant huntingtin aggregation inhibition; PC12 HttQ103-GFP aggregates, Acumen cytometry, 40 h; Potency, µM (highest dose often 46.1 µM), without a hit: top-dose activity change, negative = inhibition, usual class: inhibitors; 220,000 compounds, 1.1% hits; AID 1688; further: potency means the concentration at half of the fitted maximal effect; on the % scale 0 is the no-effect control and ±100 the full control effect; nearly all actives have a fitted effect of over 60% in size
#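 Multiplexed with ATP-based cell death, this channel scores GFP aggregates in PC12 cells expressing inducible HTTex1-Q103-GFP. Induction used 100 nM tebufenozide; compounds were tested in concentration series.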
# Luc counter: Kinase-Glo luciferase inhibition (counter-screen) | Q27757 | Kinase-Glo luciferase, ATP luminescence, 8 min | Potency, µM (highest dose often 38.3 µM), without a hit: at the highest dose activity change, negative = inhibition, most hits filed as inhibitors | 200,000 compounds, 0.28% hits; further: potency means the concentration at half of the fitted maximal effect; on the % scale 0 is the no-effect control and ±100 the full control effect; nearly all actives have a fitted effect of over 60% in size
#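 Light output from Kinase-Glo luciferase with luciferin and 10 uM ATP in 50 mM imidazole pH 7.2, KCl, MgCl2, Tween 20, BSA; compound pin-delivered, 8-min ambient incubation, then luminescence read.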
# SMN2 splice enh: enhancers of SMN2 splice variant expression. HEK293 SMN2-luciferase splicing reporter, luminescence, 30-36 h. Potency, µM (series often up to 46.1 µM), without a hit: at the top dose activity change, positive = activation, usual class: activators. 210,000 compounds, 2.8% hits; further: potency means the concentration at half of the fitted maximal effect; % of control where 0% means no effect; nearly all actives have a fitted effect of over 55% in size
#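 qHTS luciferase splicing reporter: luminescence rises when SMN2 exon 7 is included in transfected HEK293 cells. Compound exposure lasted 30-36 h at 37C, with 4.5 mM final sodium butyrate as control, followed by a ONE-Glo read.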
# Lamin A splicing: changes lamin A minigene splicing in HeLa cells. HeLa LMNA splicing GFP/RFP minigene ratio, 48 h. Potency, µM (top dose mostly 46.1 µM), for inactives: at the highest dose ratio change, negative = inhibition, usual class: inhibitors. 200,000 compounds, 0.01% hits; active means well fitted inhibition curve with a large enough effect in the signal ratio, with a control signal flat, not every such curve was filed as active; inconclusive means small, poorly fitted or top-dose-only effect, or effect the other way, or a change in a side signal; the % refers to the signal ratio; further: potency means the concentration at half of the fitted maximal effect; on the % scale 0 is the no-effect control and ±100 the full control effect
#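 Read-out is the ratio of GFP to DsRed2 object intensity, acquired by 488 nm laser-scanning cytometry on HeLa lamin A-EGFP minigene reporter cells. Compound incubation 48 hrs at 37 °C in Opti-MEM with 2% FBS; DMSO 0.5% final.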
# CBFb RUNX1 block: blocks binding between human CBF-beta and RUNX1; Q01196+Q13951; AlphaScreen CBFb-His/RUNX1-biotin binding, biochemical; Potency, µM (doses to about 59.8 µM), without a hit: at the highest dose activity, negative = inhibition, usual class: inhibitors; 230,000 tested, under 10 active; further: % of control where 0% means no effect
# Target sequence (Q01196 whole entry, looked up): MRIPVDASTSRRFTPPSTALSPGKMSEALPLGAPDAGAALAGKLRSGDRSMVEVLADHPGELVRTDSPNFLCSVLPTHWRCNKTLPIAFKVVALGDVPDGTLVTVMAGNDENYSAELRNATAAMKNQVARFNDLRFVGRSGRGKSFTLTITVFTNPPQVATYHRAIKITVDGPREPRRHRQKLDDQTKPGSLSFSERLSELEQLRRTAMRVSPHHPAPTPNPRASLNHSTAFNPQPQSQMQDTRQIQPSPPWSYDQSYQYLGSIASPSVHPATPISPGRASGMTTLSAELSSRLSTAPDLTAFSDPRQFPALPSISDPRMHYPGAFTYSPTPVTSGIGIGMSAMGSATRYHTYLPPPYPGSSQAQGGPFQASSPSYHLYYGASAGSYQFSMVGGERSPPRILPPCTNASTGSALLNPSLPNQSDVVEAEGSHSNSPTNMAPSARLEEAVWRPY
# Target sequence (Q13951 whole entry, looked up): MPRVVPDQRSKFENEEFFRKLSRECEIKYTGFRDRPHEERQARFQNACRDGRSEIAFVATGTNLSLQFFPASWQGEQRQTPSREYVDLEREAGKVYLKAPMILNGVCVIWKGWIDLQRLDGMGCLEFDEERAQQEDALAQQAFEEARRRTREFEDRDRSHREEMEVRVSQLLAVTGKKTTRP
#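 Interaction loss through any mechanism counts as activity. Pre-formed complex of His-CBF-beta and biotin-RUNX1 (30 nM apiece) is incubated with compound 15 min, then with 50 ng nickel and 50 ng streptavidin beads for 90 min before AlphaScreen detection.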
# IMPase Li inh: cell-permeable IMPase inhibitors with lithium potentiation; CHO-M1 cells, IP1 TR-FRET (IP-One), carbachol + lithium; Potency, µM (series often up to 59.4 µM), for inactives: top-dose activity, negative = IMPase inhibition, actives largely listed as inhibitors; 210,000 compounds, 0.35% hits; AID 1457;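 further: IP1 builds up when IMPase is blocked and the TR-FRET signal falls; potency means the concentration at half of the fitted maximal effect; plate controls were basal vehicle for no effect and high inhibitor control for full effect; nearly all actives have a fitted effect of over 50% in size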
#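 CHO cells stably expressing M1 receptor (2000/well, cultured 16–30 h) treated 30 min at 37C with compound plus low lithium. Cytosolic IP1 by TR-FRET (665/620 ratio and 620 channel) after 10 min lysis; AC50 by Hill fit.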
# Numbers without * were called inactive; ? = inconclusive; . = no result given; [ ] = another dose, or the depositor's remark. Unless noted, the call rests on the fitted dose curve; in most records, active means well fitted curve in the direction sought with a large enough effect; inconclusive means small, poorly fitted or top-dose-only effect, or another doubt; inactive means no such curve, though single readings can be large; an effect the other way counts as inactive or inconclusive. An unsorted share of the library. About 4% of those tested had a hit in this group.
SMILES,HTT cytoprotect,HttQ103 aggreg,Luc counter,SMN2 splice enh,Lamin A splicing,CBFb RUNX1 block,IMPase Li inh
Nc1c(C(=O)N2CCOCC2)sc(=S)n1-c1ccccc1,-5%[0.074 µM],-20%,-2%,9%,-9%,0%,17%[38.3 µM]
CC(Sc1nc(-c2ccccc2)cc(C(F)(F)F)n1)C(=O)O (configuration not stated),9%[10 µM],-20%[9.22 µM],-2%,-11%,8%[46 µM],3%,0%
COc1ccccc1-c1c(C#N)c(N)nc2c1CCc1ccccc1-2,-23%[10 µM],7%,0%,-7%,?,-14%,6%
CN(C)c1cccc(C(=O)OCC(=O)Nc2ccccc2-c2ccccc2)c1,-6%[10 µM],5%,4%,-7%,-18%,8%,10%
COc1ccc(-c2nnc(SCC(=O)NC3CCCCC3)o2)cc1OC,-5%,0%,-2%,-5%,-4%,-2%,0%[38.3 µM]
NS(=O)(=O)c1ccc(NC(=O)COc2ncnc3c2cnn3-c2ccccc2)cc1,1%[10 µM],-9%,0%,18%,?,1%,6%
O=C(O)COc1ccc(/C=C/c2nc3ccc([N+](=O)[O-])cc3s2)cc1,-18%[10 µM],-5%[9.22 µM],.,.,.,3%,.
Cc1cccc(CC(=O)OCn2nnc3ccccc3c2=O)c1,4%[10 µM],6%,-1%,6%,-10%,4%,30%[38.3 µM]
COC(=O)c1c(N2C(=O)CC(Sc3ncccc3C(=O)O)C2=O)sc(C)c1C (configuration not stated),-19%[10 µM],-19%[9.22 µM],.,.,.,-11%,.
CCCn1cnc2c(c1=O)c1nc3ccccc3nc1n2Cc1ccccc1OC,-28%,6%,1%,?,-8%,0%,13%[38.3 µM]
COC(=O)c1ccc(CSc2nc3sc(C)c(C)c3c(=O)[nH]2)cc1,12%[10 µM],-44%[9.22 µM],.,.,.,13%,.
CCOC(=O)c1c(NC(=O)CN2CCCc3ccccc32)sc(C)c1C,7%[1.9 µM],-12%,0%,-18%,-4%,5%,12%
CCN(CC)S(=O)(=O)c1ccc(-c2nnc(SCC(N)=O)n2CC)cc1,-3%[10 µM],-1%[9.22 µM],3%,.,.,-4%,10%
Cc1ccc(CNC(=O)Cn2cncn2)cc1,-8%,4%,1%,7%,9%,6%,0%[38.3 µM]
Cc1sc2nc(SCC(=O)NCc3ccco3)n(Cc3ccccc3)c(=O)c2c1C,-15%,-8%,-5%,-10%,6%,-5%,12%[38.3 µM]
Cc1nc(C(F)(F)F)ccc1C(=O)N1CCCCC1,23%[10 µM],10%[9.22 µM],.,.,.,3%,.
O=C(c1ccco1)N1CCN(CCOCCOc2cccc3ccccc23)CC1,-14%,-10%,-3%,-2%,0%,-4%,7%[38.3 µM]
COCCCNCCCCOc1cccc(Br)c1,-8%[10 µM],-2%,2%,11%,4%,4%,11%
CS(=O)(=O)N(Cc1ccccc1)c1ccccn1,-2%,8%,0%,3%,16%,0%,-16%[38.3 µM]
O=C(COc1ccccc1[N+](=O)[O-])N/N=C/c1ccc(OC(=O)c2ccco2)cc1,9%[10 µM],6%,-4%,25%,-14%,?,5%

# Some of these compounds in order of SMILES length, high to low:
SMILES,HTT cytoprotect,HttQ103 aggreg,Luc counter,SMN2 splice enh,Lamin A splicing,CBFb RUNX1 block,IMPase Li inh
O=C(c1ccco1)N1CCN(CCOCCOc2cccc3ccccc23)CC1,-14%,-10%,-3%,-2%,0%,-4%,7%[38.3 µM]
Cc1nc(C(F)(F)F)ccc1C(=O)N1CCCCC1,23%[10 µM],10%[9.22 µM],.,.,.,3%,.
CS(=O)(=O)N(Cc1ccccc1)c1ccccn1,-2%,8%,0%,3%,16%,0%,-16%[38.3 µM]

# Next entries follow.
SMILES,HTT cytoprotect,HttQ103 aggreg,Luc counter,SMN2 splice enh,Lamin A splicing,CBFb RUNX1 block,IMPase Li inh
COC(=O)Oc1ccc(/C=N/NC(=O)CSCc2ccc(Cl)cc2)cc1OC,-1%[10 µM],-19%,-1%,1%[1.84 µM],?,0%,4%
CC(=O)Nc1ccc(S(=O)(=O)NCC(=O)NCCc2ccc(S(N)(=O)=O)cc2)cc1,.,?,1%,6%,.,0%,1%
CCOC(=O)c1c(CSC(=N)N)n(-c2ccccc2)c2cc(Br)c(OC(C)=O)cc12,3%[10 µM],10%[9.22 µM],.,.,.,2%,.
COc1ccc(OC)c(/C=C/C(=O)OCC(=O)Nc2cccc(C(C)=O)c2)c1,13%[10 µM],12%,-2%,2%,?,?,-12%
CCOc1ccc(N(C(C)=O)c2nc(C)cc(C)c2C#N)cc1,1%[1.9 µM],-22%,2%,13%,-4%,6%,6%
O=C(CSc1nnc(-c2ccco2)n1Cc1ccccc1)c1ccccc1,-2%,-18%,-2%,7%,-3%,-9%,7%[38.3 µM]
COc1ccc(-c2ccnc(SCC(=O)N3CCOCC3)n2)cc1,11%[10 µM],?,0%,5%,-10%,3%,6%
CCOc1cc(/C=N/NC(=O)C(C)Sc2ccccc2)ccc1O (configuration not stated),26%[10 µM],30%[9.22 µM],1%,-17%,?,-1%,14%
Cc1ccc(C2Nc3ccccc3C(=O)N2CCCN2CCOCC2)cc1 (configuration not stated),-3%[10 µM],-12%[9.22 µM],.,.,.,1%,.
O=C(NCc1ccc2[nH]c3c(c2c1)CCCC3)N1CCOCC1,4%,7%,1%,16%,16%,2%,21%[38.3 µM]
O=C(COC(=O)c1cccnc1Cl)NCCC1=CCCCC1,6%,11%,0%,9%,-17%[46 µM],10%,4%
CCOC(=O)CNC(=O)O[C@H]1C(=O)c2ccc(OC)cc2O[C@@H]1c1ccc2c(c1)OCO2,.,.,-4%,24%,.,2%,10%
COC(=O)c1ccc(C(=O)OCc2nc3cc4ccccc4cc3[nH]2)cc1,-3%[10 µM],-1%,3%,?,-7%,-3%,11%
COc1cccc(-c2nc(CSCC(=O)N3CCc4ccccc43)c(C)o2)c1,-10%[10 µM],-5%,-1%,-21%,-1%,15%,24%
CN=C(Nc1ccccc1)SC1CC(=O)N(c2cccc(OC)c2)C1=O (configuration not stated),1%[10 µM],?,-2%,-8%,.,1%,-6%
COc1ccc(/C=C2\SC(=O)N(CC(=O)NNC(=O)c3ccccc3O)C2=O)cc1OC,-28%[10 µM],-10%,2%,-10%,-23%,1%,5%
O=[N+]([O-])c1ccccc1/C=N\N1CCN(c2ccccc2)CC1,9%[10 µM],29%[9.22 µM],-3%,.,?,.,6%
O=C1CCC2(CC1)NC(=O)N(c1ccccc1)N2,-42%[inhibitor],4%,-3%,-18%,10%[46 µM],10%,2%
O=C(NC1CCCCC1)c1cc2ccccc2cc1O,-1%[10 µM],-4%[9.22 µM],.,.,.,3%,.
CC(C)(CSc1ccccn1)NS(=O)(=O)c1ccc(Cl)cc1,-8%[10 µM],9%,3%,-20%,-14%,22%,25%
Cc1ccc(C)c(N2CN(Cc3ccco3)CNC2=S)c1,-5%[10 µM],5%,1%,-8%,-4%,-1%,3%
CCc1ccc2[nH]c(=O)c(CN(Cc3ccco3)C(=S)NCC3CCCO3)cc2c1 (configuration not stated),31%[10 µM],39%[9.22 µM],-3%,.,-9%[46 µM],3%,4%
CCC(=O)Nc1nnc(Cc2ccccc2)s1,-6%,-19%,-2%,.,-2%,1%,25%[38.3 µM]
COc1ccc(C(=O)c2cnc3cc4c(cc3c2C)OCO4)cc1,-7%,?,0%,-9%,?,-4%,19%[38.3 µM]
COC(=O)c1ccc(NC(=S)Nc2ccccn2)cc1,36%[10 µM],23%,0%,11µM*,4%,0%,6%
CCCOc1ccc2oc(=O)c3c(c2c1)CCCN3C(=O)CN1CCc2ccccc2C1,-10%,-27%,-4%,0%,0%,5%,5%[38.3 µM]
CC(=O)N1CCN(C(=S)c2ccc(N(C)C)cc2)CC1,-3%,5%,-2%,4%,?,1%,?
CC(C)C(=O)Nc1cc2c(cc1C(=O)c1ccccc1)OCCO2,-24%[10 µM],-2%,-5%,-6%,7%,-8%,6%[38.3 µM]
Brc1ccc2[nH]c3c(N4CCc5ccccc5C4)ncnc3c2c1,-39%[inhibitor],?,-4%,-25%,?,2%,-148%[38.3 µM]
Cc1ccc(NC2=C(Cl)C(=O)OC2OC(=O)c2ccco2)cc1 (configuration not stated),-16%,-9%,-5%,-2%,?,-3%,5%[38.3 µM]
CCOC(=O)N1CCC(NC(=O)CCS(=O)(=O)c2ccc3c(c2)CCN3C(C)=O)CC1,6%,-1%,0%,-5%,8%[0.0737 µM],0%,-3%[38.3 µM]
CCOc1ccc(-c2cc(CCCC(=O)N3CCN(c4ccc(OC)cc4)CC3)no2)cc1,-5%[10 µM],24%,0%,-36%[inhibitor],?,-4%,12%
O=C(O)c1ccc(COc2ccccc2/C=C2\NC(=O)N(Cc3ccccc3)C2=O)cc1,.,6%,2%,?,.,12%,4%
O=C(c1cc(-c2ccncc2)nc2ccc(Br)cc12)N1CCN(c2ccccn2)CC1,-7%,10%,13%,-28%,9%,7%,-7%[38.3 µM]
COc1ccc(OCCC(=O)OCC(=O)NCc2ccc(F)cc2)cc1,-39%,4%,1%,3%,?,1%,1%
O=C(Oc1ccc(OC(=O)N2CCCCC2)cc1)N1CCCCC1,22%[10 µM],0%[9.22 µM],0%,2%,?,2%,22%
C=CCn1c(-c2cccs2)nc2ccccc21,-23%[0.074 µM],18%,-1%,7%,12%,6%,7%[38.3 µM]

# Structures shown so far that contain a thiophene ring, fused or not (five):
SMILES,HTT cytoprotect,HttQ103 aggreg,Luc counter,SMN2 splice enh,Lamin A splicing,CBFb RUNX1 block,IMPase Li inh
COC(=O)c1c(N2C(=O)CC(Sc3ncccc3C(=O)O)C2=O)sc(C)c1C (configuration not stated),-19%[10 µM],-19%[9.22 µM],.,.,.,-11%,.
COC(=O)c1ccc(CSc2nc3sc(C)c(C)c3c(=O)[nH]2)cc1,12%[10 µM],-44%[9.22 µM],.,.,.,13%,.
CCOC(=O)c1c(NC(=O)CN2CCCc3ccccc32)sc(C)c1C,7%[1.9 µM],-12%,0%,-18%,-4%,5%,12%
Cc1sc2nc(SCC(=O)NCc3ccco3)n(Cc3ccccc3)c(=O)c2c1C,-15%,-8%,-5%,-10%,6%,-5%,12%[38.3 µM]
C=CCn1c(-c2cccs2)nc2ccccc21,-23%[0.074 µM],18%,-1%,7%,12%,6%,7%[38.3 µM]
